High-throughput results deposited in PubChem BioAssay by The Scripps Research Institute Molecular Screening Center.
TCR CD3 inh – blocks the human TCR-CD3 interaction | TAMRA-labeled TCR probe fluorescence, biochemical | inhibition, % at 9.4 µM | hit rate 0.37% among 360,000 | AID 651800; in the data active means inhibition above about 19%;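 further: recombinant mutant TCR 2C K166C tagged with TAMRA read by polarization; 0% = receptor in buffer alone and 100% = receptor with positive control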
UHRF1 binding – UHRF1 methyl-DNA binding inhibition; Q96T88; UHRF1 binding to methylated oligo, TR-FRET; hit rate 0.75% among 370,000; inhibition, % at 4.4 µM; in the data active means inhibition above about 21%;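 further: UHRF1 SRA domain binding a hemimethylated CpG hairpin DNA probe; 0% = median of test compound wells and 100% = reference inhibitor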
Target sequence (Q96T88 whole entry, looked up, the tested form may be a part): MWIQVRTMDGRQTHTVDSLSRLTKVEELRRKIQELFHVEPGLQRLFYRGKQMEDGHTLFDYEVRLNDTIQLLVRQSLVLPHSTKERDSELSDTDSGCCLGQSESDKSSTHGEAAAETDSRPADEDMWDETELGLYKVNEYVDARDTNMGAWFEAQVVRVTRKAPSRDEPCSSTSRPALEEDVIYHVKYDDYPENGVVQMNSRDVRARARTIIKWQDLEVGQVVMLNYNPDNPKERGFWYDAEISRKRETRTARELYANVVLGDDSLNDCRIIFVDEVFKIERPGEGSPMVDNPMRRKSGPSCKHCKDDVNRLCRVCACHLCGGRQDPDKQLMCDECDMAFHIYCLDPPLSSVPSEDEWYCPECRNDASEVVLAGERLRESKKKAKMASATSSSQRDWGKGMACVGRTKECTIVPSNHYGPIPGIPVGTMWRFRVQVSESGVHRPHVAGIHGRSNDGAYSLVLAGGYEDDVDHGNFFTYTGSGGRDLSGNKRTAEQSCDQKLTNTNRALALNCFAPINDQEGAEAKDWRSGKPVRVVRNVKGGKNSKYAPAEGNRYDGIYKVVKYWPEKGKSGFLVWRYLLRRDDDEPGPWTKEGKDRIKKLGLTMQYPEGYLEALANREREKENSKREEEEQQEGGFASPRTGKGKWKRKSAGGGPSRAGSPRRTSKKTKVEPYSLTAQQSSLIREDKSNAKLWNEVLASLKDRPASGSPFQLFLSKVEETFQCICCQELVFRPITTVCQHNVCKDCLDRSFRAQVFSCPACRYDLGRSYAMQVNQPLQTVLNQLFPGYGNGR
PRMT1 inh – inhibitors of human PRMT1 | Q99873 | recombinant PRMT1, activity-based probe fluorescence polarization | inhibition, % at 2.79 µM | hit rate 1.3% among 370,000 | AID 652257;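 active means inhibition above about 21% made by adding two undisclosed values, limit read from the data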
proKLK7 act – proKLK7 (human) activation, primary screen; purified proKLK7, EDANS-DABCYL substrate fluorescence; 100% is mature enzyme control, 0% vehicle; activation, % at 7 µM; hit rate 0.9% among 370,000;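 active means activation above the mean of all tested compounds plus 3 SD, computed per campaign excluding outliers beyond control limits, cut at about 13% in these data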
Target sequence (P49862 whole entry, looked up): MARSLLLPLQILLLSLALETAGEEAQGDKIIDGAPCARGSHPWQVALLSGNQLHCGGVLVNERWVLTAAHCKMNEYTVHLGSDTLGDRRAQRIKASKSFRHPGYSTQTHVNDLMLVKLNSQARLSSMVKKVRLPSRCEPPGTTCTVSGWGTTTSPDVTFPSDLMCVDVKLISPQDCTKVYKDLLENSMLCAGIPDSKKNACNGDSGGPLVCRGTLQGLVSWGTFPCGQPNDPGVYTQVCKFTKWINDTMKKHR
Tn6 DDE FP – inhibitors of Tn6 peptide binding to human fibrin DD(E) | P02675 | Fibrin DD(E) TRITC-Tn6 fluorescence polarization displacement | inhibition, % at 8.3 µM | hit rate 0.21% among 370,000 | AID 720509;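 active means inhibition above a per-campaign cutoff: mean of compounds within control limits plus 3 SD, cut at about 15% in these data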;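 further: 0% = median of all compound wells on the plate and 100% = blocking peptide control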
DDE Tn7 FP inh – inhibitors of Tn7 peptide binding to human fibrin DD(E) | AID 720508 | FP displacement of FITC-Tn7 peptide from fibrin DD(E); 0% = median of compound wells per plate | hit rate 0.13% among 370,000 | inhibition, % at 8.3 µM;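 active means inhibition above the mean of compounds falling within the control limits plus 3 SD of them, cut at about 14% in these data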;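 further: 0% = plate median of compound wells and 100% = 10 µM Aha-Tn7 peptide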
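Test system: human clot-derived fibrin DD(E) complex / Quantity: 2 µM final DD(E) protein / Incubation: 10 min plus 3 h, room temperature / Measured by: fluorescence polarization / Benchmarks: high control of 10 µM Aha-Tn7 peptide / Replicates: singlicate testing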
SIAE primary – inhibitors of human sialic acid acetylesterase SIAE; hit rate 0.69% among 370,000; Q9HAT2; SIAE FP-Rh probe binding, fluorescence polarization; inhibition, % at 9.66 µM;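 active means inhibition above a cutoff: mean of compounds within the control limits plus 3 SD of those, cut at about 17% in these data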;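 further: 0% = plate median of compound wells and 100% = probe without SIAE protein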
MBD2 inh – MBD2-methylated oligo binding inhibition; Q9UBB5; TR-FRET, MBD2 binding to methylated oligonucleotide; inhibition, % at 4.4 µM; hit rate 0.31% among 370,000; AID 686964; in the data active means inhibition above about 13%
LEDGF integ inh – blocks HIV-1 LEDGF/p75-dependent DNA integration | inhibition, % at 3.7 µM | hit rate 0.64% among 370,000 | TR-FRET IN-LEDGF/p75 DNA integration, Eu/Cy5;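 active means inhibition above the screen-wide mean plus 3 SD, cut at about 13% in these data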;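 further: signal is the Cy5 over europium emission ratio at 671 and 618 nm; 0% = plate median of compound wells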
TDP2 inh – TDP2 (human) inhibition, absorbance primary screen; inhibition, % at 12.8 µM; recombinant TDP2, T5PNP hydrolysis, p-nitrophenol absorbance 415 nm; hit rate 0.34% among 370,000;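 active means inhibition above the mean of all tested compounds plus 3 SD, set per campaign, cut at about 25% in these data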;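 further: 0% = DMSO with enzyme and 100% = buffer with substrate but no TDP2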
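System – recombinant human TDP2 · Quantity – TDP2 enzyme at 120 nM final · Doses – single concentration, 12.8 µM nominal, with 1% DMSO · Incubation – 2 h at 37 °C · Measured by – epi absorbance of p-nitrophenol freed from T5PNP by hydrolysis · Read-out – % inhibition relative to enzyme-containing and enzyme-free wells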
* = called active by the depositor; & = joins results of further samples; ! = a repeat was not active. Not all compounds are listed, so the mix of outcomes need not match the whole.

Screening CN1CCN(Cc2nc3ccccc3n2C)CC1 returned TCR CD3 inh -2, UHRF1 binding -1, PRMT1 inh 1, proKLK7 act -0.2, Tn6 DDE FP -6, DDE Tn7 FP inh -2, SIAE primary 2, MBD2 inh -2, LEDGF integ inh -1 and TDP2 inh 10.
For O=C1NC(=O)C(CCc2ccncc2)(c2ccccc2)C(=O)N1 the results were TCR CD3 inh 2, UHRF1 binding 0, PRMT1 inh 0, proKLK7 act -0.1, Tn6 DDE FP -3, DDE Tn7 FP inh -4, SIAE primary 0, MBD2 inh 0, LEDGF integ inh -1 and TDP2 inh 3.
`Cc1cccc(N2CCc3c2nc2ccccc2c3N)c1` gave TCR CD3 inh -9&-16, UHRF1 binding -2&-1, PRMT1 inh 33*!, proKLK7 act 22*, Tn6 DDE FP 2&-9, DDE Tn7 FP inh 2&5, SIAE primary 10&-2, MBD2 inh 5&4, LEDGF integ inh -2&1 and TDP2 inh -6&-3.
`Cc1ccc(C2(O)CN3CCC2CC3)cc1` (centres undefined) gave TCR CD3 inh -4, UHRF1 binding -2, PRMT1 inh -2, proKLK7 act 0.7, Tn6 DDE FP -1, DDE Tn7 FP inh -2, SIAE primary -7, MBD2 inh 1, LEDGF integ inh 3 and TDP2 inh 2.
`OC(CNCCc1c[nH]c2ccccc12)c1ccccc1` (centres undefined) gave TCR CD3 inh -7, UHRF1 binding 1, PRMT1 inh 3, proKLK7 act -0.3, Tn6 DDE FP -8, DDE Tn7 FP inh -3, SIAE primary -2, MBD2 inh 4, LEDGF integ inh -3 and TDP2 inh 2.
O=C(c1ccc2c(c1)ncn2C1CCCCCC1)N1CCC2(CC1)OCCO2 was read as TCR CD3 inh -4, UHRF1 binding 4, PRMT1 inh 0, proKLK7 act 0.3, Tn6 DDE FP 0, DDE Tn7 FP inh -2, SIAE primary 0, MBD2 inh -2, LEDGF integ inh -1 and TDP2 inh -20.
`CN1CCN(c2cc(N3CCCCCC3)c(F)cc2[N+](=O)[O-])CC1` gave TCR CD3 inh 4, UHRF1 binding -15, PRMT1 inh -5, proKLK7 act 0.5, Tn6 DDE FP 0, DDE Tn7 FP inh -3, SIAE primary -6, MBD2 inh -20, LEDGF integ inh 0 and TDP2 inh -18.
CCCCn1c(O)c(C=NC2CCCCC2N)c(=O)[nH]c1=O (centres undefined) was read as TCR CD3 inh 6, UHRF1 binding -1, PRMT1 inh -1, proKLK7 act -0.1, Tn6 DDE FP 7, DDE Tn7 FP inh -2, SIAE primary -1, MBD2 inh 1, LEDGF integ inh 1 and TDP2 inh 2.
`CCn1cc(CN2CCCC(C(=O)c3cccc(C(F)(F)F)c3)C2)cn1` (centres undefined) gave TCR CD3 inh 3, UHRF1 binding -1, PRMT1 inh -1, proKLK7 act -0.7, Tn6 DDE FP -1, DDE Tn7 FP inh -7, SIAE primary 5, MBD2 inh -1, LEDGF integ inh -1 and TDP2 inh -4.
`Cc1cc(C)c(N=Cc2c(O)[nH]c(=O)[nH]c2=O)c(C)c1` gave TCR CD3 inh -5, UHRF1 binding -3, PRMT1 inh -1, proKLK7 act 0.3, Tn6 DDE FP -4, DDE Tn7 FP inh -10, SIAE primary -2, MBD2 inh 0, LEDGF integ inh 1 and TDP2 inh 1.
For O=c1[nH]c(O)c(N=Nc2cccc(S(=O)(=O)N3CCOCC3)c2)c(=O)[nH]1 the results were TCR CD3 inh 1, UHRF1 binding 1, PRMT1 inh -2, proKLK7 act -0.4, Tn6 DDE FP 4, DDE Tn7 FP inh 8, SIAE primary -2, MBD2 inh 0, LEDGF integ inh -2 and TDP2 inh 1.
OCCNc1c2c(nc3ccccc13)CCCC2 was read as TCR CD3 inh -2, UHRF1 binding 2, PRMT1 inh 0, proKLK7 act -0.4, Tn6 DDE FP -10, DDE Tn7 FP inh -1, SIAE primary 6, MBD2 inh -5, LEDGF integ inh -3 and TDP2 inh 0.
Screening O=C1C2CCN(CC2)C1Cc1ccc(OCCOc2ccccc2)cc1 (centres undefined) returned TCR CD3 inh 6, UHRF1 binding 1, PRMT1 inh -1, proKLK7 act 0.5, Tn6 DDE FP -5, DDE Tn7 FP inh 4, SIAE primary 5, MBD2 inh -2, LEDGF integ inh -6 and TDP2 inh 1.
`C#C[C@]1(O)CCC2C3C(=O)C=C4C(Cl)=CCC[C@]4(C)C3CC[C@@]21C` (some centres undefined) gave TCR CD3 inh 0, UHRF1 binding -4, PRMT1 inh 1, proKLK7 act 0.4, Tn6 DDE FP 5, DDE Tn7 FP inh 7, SIAE primary 0, MBD2 inh -1, LEDGF integ inh 1 and TDP2 inh -9.
`C[C@H]1CC[C@@H]2[C@@H](C)[C@H]3[C@H](C[C@H]4[C@@H]5CC=C6C[C@@H](O[C@@H]7O[C@H](CO)[C@H](O)[C@H](O[C@@H]8O[C@H](CO)[C@@H](O)[C@H](O)[C@H]8O)[C@H]7O[C@@H]7O[C@@H](C)[C@H](O)[C@@H](O)[C@H]7O)CC[C@]6(C)[C@H]5CC[C@]34C)N2C1` gave TCR CD3 inh 5, UHRF1 binding 1, PRMT1 inh 5, proKLK7 act 0.8, Tn6 DDE FP 2, DDE Tn7 FP inh 0, SIAE primary -7, MBD2 inh -2, LEDGF integ inh 1 and TDP2 inh 0.
`C[C@]12CCC3C(CC[C@H]4[C@H](O)[C@H](O)CC[C@]34C)C1CCC2=O` (some centres undefined) gave TCR CD3 inh -3, UHRF1 binding 5, PRMT1 inh 5, proKLK7 act -1.2, Tn6 DDE FP -3, DDE Tn7 FP inh -2, SIAE primary -6, MBD2 inh 2, LEDGF integ inh -1 and TDP2 inh -5.
For COCCN1Cc2cc(=O)n3c([nH]c4ccccc43)c2C1=N the results were TCR CD3 inh 0, UHRF1 binding 0, PRMT1 inh 3, proKLK7 act 22*, Tn6 DDE FP 4, DDE Tn7 FP inh -4, SIAE primary 5, MBD2 inh 4, LEDGF integ inh -5 and TDP2 inh 2.
CCOP(=O)(OCC)C(NS(=O)(=O)c1ccccc1)C(Cl)(Cl)Cl (centres undefined) was read as TCR CD3 inh 5, UHRF1 binding -1, PRMT1 inh 0, proKLK7 act 0.3, Tn6 DDE FP 8, DDE Tn7 FP inh -5, SIAE primary -2, MBD2 inh -3, LEDGF integ inh -1 and TDP2 inh 1.
`O=C1NC(=S)NC(=O)C1=Cc1cccc2cc3ccccc3cc12` gave TCR CD3 inh 3, UHRF1 binding -6, PRMT1 inh 10, proKLK7 act -7.5, Tn6 DDE FP 7, DDE Tn7 FP inh -5, SIAE primary 3, MBD2 inh -4, LEDGF integ inh 1 and TDP2 inh -2.
Screening Cn1c(O)c(C(=O)c2ccccc2F)c(=O)n(C)c1=O returned TCR CD3 inh 2, UHRF1 binding -7, PRMT1 inh 10, proKLK7 act 0.0, Tn6 DDE FP 13, DDE Tn7 FP inh -3, SIAE primary 0, MBD2 inh -9, LEDGF integ inh -3 and TDP2 inh 1.
N[C@@H](Cc1ccc(N(CCCl)CCCl)cc1)C(=O)O was read as TCR CD3 inh -2, UHRF1 binding -1, PRMT1 inh 0, proKLK7 act 0.1, Tn6 DDE FP -4, DDE Tn7 FP inh 2, SIAE primary 1, MBD2 inh -5, LEDGF integ inh 2 and TDP2 inh -3.
Screening COC(=O)C1=C(c2ccc(F)cc2OCc2ccccc2)C[C@@H]2CC[C@H]1N2C(=O)N1CCC(O)(c2ccc(Cl)cc2)CC1 returned TCR CD3 inh -12, UHRF1 binding 1, PRMT1 inh -2, proKLK7 act -0.4, Tn6 DDE FP 4, DDE Tn7 FP inh -5, SIAE primary -2, MBD2 inh 6, LEDGF integ inh 1 and TDP2 inh -13.
For COc1cccc(N2C(=O)NC(=O)C3(Cc4cc(C)ccc4N(C)C3)C2=O)c1 (centres undefined) the results were TCR CD3 inh -1, UHRF1 binding 0, PRMT1 inh 3, proKLK7 act 0.1, Tn6 DDE FP -1, DDE Tn7 FP inh -5, SIAE primary 4, MBD2 inh 3, LEDGF integ inh 1 and TDP2 inh 6.
For CCCNS(=O)(=O)c1ccc(OCC(=O)N2CCN(Cc3ccccc3)CC2)cc1 the results were TCR CD3 inh 2, UHRF1 binding 4, PRMT1 inh -1, proKLK7 act 0.7, Tn6 DDE FP 0, DDE Tn7 FP inh -7, SIAE primary -2, MBD2 inh 0, LEDGF integ inh -1 and TDP2 inh -14.
`Cc1ccc(-c2nc3ccccc3c(=O)n2-c2nccs2)cc1` gave TCR CD3 inh 1, UHRF1 binding 3, PRMT1 inh -1, proKLK7 act -0.6, Tn6 DDE FP -7, DDE Tn7 FP inh -6, SIAE primary -2, MBD2 inh -6, LEDGF integ inh 0 and TDP2 inh -3.
CC(C)(C)c1o[nH]c(=O)c1CC(N)C(=O)O (centres undefined) was read as TCR CD3 inh 3, UHRF1 binding -2, PRMT1 inh -4, proKLK7 act -0.2, Tn6 DDE FP 0, DDE Tn7 FP inh 2, SIAE primary 2, MBD2 inh -2, LEDGF integ inh -1 and TDP2 inh 5.

Of the compounds above, five contain sulfur:
For O=c1[nH]c(O)c(N=Nc2cccc(S(=O)(=O)N3CCOCC3)c2)c(=O)[nH]1 the results were TCR CD3 inh 1, UHRF1 binding 1, PRMT1 inh -2, proKLK7 act -0.4, Tn6 DDE FP 4, DDE Tn7 FP inh 8, SIAE primary -2, MBD2 inh 0, LEDGF integ inh -2 and TDP2 inh 1.
CCOP(=O)(OCC)C(NS(=O)(=O)c1ccccc1)C(Cl)(Cl)Cl (centres undefined) was read as TCR CD3 inh 5, UHRF1 binding -1, PRMT1 inh 0, proKLK7 act 0.3, Tn6 DDE FP 8, DDE Tn7 FP inh -5, SIAE primary -2, MBD2 inh -3, LEDGF integ inh -1 and TDP2 inh 1.
`O=C1NC(=S)NC(=O)C1=Cc1cccc2cc3ccccc3cc12` gave TCR CD3 inh 3, UHRF1 binding -6, PRMT1 inh 10, proKLK7 act -7.5, Tn6 DDE FP 7, DDE Tn7 FP inh -5, SIAE primary 3, MBD2 inh -4, LEDGF integ inh 1 and TDP2 inh -2.
For CCCNS(=O)(=O)c1ccc(OCC(=O)N2CCN(Cc3ccccc3)CC2)cc1 the results were TCR CD3 inh 2, UHRF1 binding 4, PRMT1 inh -1, proKLK7 act 0.7, Tn6 DDE FP 0, DDE Tn7 FP inh -7, SIAE primary -2, MBD2 inh 0, LEDGF integ inh -1 and TDP2 inh -14.
`Cc1ccc(-c2nc3ccccc3c(=O)n2-c2nccs2)cc1` gave TCR CD3 inh 1, UHRF1 binding 3, PRMT1 inh -1, proKLK7 act -0.6, Tn6 DDE FP -7, DDE Tn7 FP inh -6, SIAE primary -2, MBD2 inh -6, LEDGF integ inh 0 and TDP2 inh -3.
